# TbREL1 inh = TbREL1 inhibition, primary screen; P86926; TbREL1 RNA ligation, FRET fluorescence; inhibition, % at 9.66 µM; 89,000 compounds, 0.49% hits; AID 1117264;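 active = inhibition above the mean inhibition across all screened compounds plus 3 SD, cut at about 11% in these data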;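 note: 0% = plate median of test wells and 100% = NSC42067 control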
# Target sequence (P86926 whole entry, looked up): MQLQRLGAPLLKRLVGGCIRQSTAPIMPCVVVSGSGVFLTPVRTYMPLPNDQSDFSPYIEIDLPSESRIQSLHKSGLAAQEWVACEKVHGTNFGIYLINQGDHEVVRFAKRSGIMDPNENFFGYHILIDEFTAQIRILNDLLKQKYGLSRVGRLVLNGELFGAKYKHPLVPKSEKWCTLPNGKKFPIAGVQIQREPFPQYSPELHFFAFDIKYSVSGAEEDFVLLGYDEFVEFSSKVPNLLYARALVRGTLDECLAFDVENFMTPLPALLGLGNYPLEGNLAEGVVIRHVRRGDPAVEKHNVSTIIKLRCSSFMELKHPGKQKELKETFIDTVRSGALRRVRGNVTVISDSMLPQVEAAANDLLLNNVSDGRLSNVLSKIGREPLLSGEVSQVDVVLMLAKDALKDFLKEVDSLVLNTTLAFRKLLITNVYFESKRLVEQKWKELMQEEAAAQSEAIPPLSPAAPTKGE
# The depositor's hits bear a star. The list is partial; rates above refer to the full screens.
Structure	TbREL1 inh
Cc1cccnc1C1=NOC(Cc2ccccc2)C(=O)N1Cc1ccccc1F (stereo not given)	-5
O=C(Cn1cnc2ccccc2c1=O)N1CCOCC1	0
CCOc1ccccc1C(=O)Nc1ccc(C(=O)NCC2COc3ccccc3O2)cc1 (stereo not given)	3
COc1cc(NC(=S)N2c3ccccc3CC2C)cc(OC)c1 (stereo not given)	2
CC(C)NC(=O)c1onc(CSc2ccc(F)cc2)c1C(=O)NC(C)C	-2
Cc1cc(S(=O)(=O)NCc2cccs2)ccc1-n1cnnn1	2
CSCCC(C(=O)Nc1c(C)cccc1C)N(C)CCc1ccccc1 (stereo not given)	0
Cc1occc1C(=O)N=Nc1c(O)n(C)c2ccccc12	0
COC(C)(C)c1cc(C(C)(C)C)nc(N)n1	-1
C[C@H](CO)N1C[C@H](C)[C@@H](CN(C)S(=O)(=O)c2ccc(F)cc2)Oc2ccc(NC(=O)Cc3ccccc3)cc2C1=O	6
COc1ccccc1CC(=O)NCc1ccc2c(c1)OCO2	7
COc1cc(/C=C2\SC(=S)N(CC(=O)O)C2=O)ccc1OS(=O)(=O)c1ccc(C)cc1	-1
O=C(Cn1cnc2ccccc2c1=O)N1CCN(C(=O)C2CCCO2)CC1 (stereo not given)	3
COC(=O)[C@]1(C)N[C@H](CN(C)C(=O)c2ccc(C(C)(C)C)cc2)[C@@H]2C(=O)N(C)C(=O)[C@@H]21	6
Cc1cc(=O)n(Cc2ccc(OC(C)C)cc2)c(=S)[nH]1	1
COC(=O)c1ccccc1NC(=O)c1cc2sccc2n1C	2
O=C(Cn1cc(C(F)(F)F)ccc1=O)N1CCN(S(=O)(=O)c2ccc(Cl)cc2)CC1	-2
CCCCCCCCC(=O)NCCOc1ccccc1	-2
CCCCOc1ccc(C(=O)N(Cc2ccccc2)C2CCS(=O)(=O)C2)cc1 (stereo not given)	0
CCCCN(C)C(=O)c1ccc(S(=O)(=O)N2CCOCC2)cc1	8
COc1ccc(NC(=O)c2ccc3c(c2)S(=O)(=O)N=C2CCCCCN23)cc1S(N)(=O)=O	1
OCC1CCCN1C(=S)Nc1ccccc1 (stereo not given)	2
O=C(NCC(=O)N(Cc1cccs1)C(C(=O)NC1CCCCC1)c1ccncc1)c1ccco1 (stereo not given)	2
Cn1cc(CN2CCCCC2C(=O)Nc2ccc(-n3cccn3)cc2)cn1 (stereo not given)	4
CC(C)CCn1nnnc1C(c1ccc(F)cc1)N1CCC(C(N)=O)CC1 (stereo not given)	-1
COc1ccc(C(c2c(N)[nH]c(=S)[nH]c2=O)c2c(N)[nH]c(=S)[nH]c2=O)cc1	-6
Cc1nc(-c2cccnc2)sc1C(=O)Nc1cccc(C(F)(F)F)c1	-1
O=C(NC1CC2CCC1C2)C1CCN(S(=O)(=O)c2ccc(-c3nn[nH]n3)cc2)CC1 (stereo not given)	1
CN(C)C1=NCCN1CCC1CCCC1	2
CC1CCN(CCCNC(=O)COc2cc(=O)n(C)c3ccccc23)CC1	0
COc1cccc(-c2cnc3c(NC(C)=O)cc(-c4ccc(OC)c(OC)c4)cn23)c1	0
O=C(Cn1cc(CNC(=O)C2CCCCC2)nn1)Nc1cc(C(F)(F)F)ccc1Cl	0
Nc1nnc(SCCN2C(=O)c3ccccc3C2=O)s1	11*
O=C(CC(c1ccco1)S(=O)(=O)c1ccccc1)c1ccccc1 (stereo not given)	-1
COCCn1c(SCC(=O)Nc2nnc(C)s2)nnc1-c1ccoc1C	0
Cn1c(=O)c2ccccc2n(CC(=O)N2CCCc3ccccc32)c1=O	-2
COc1cc(/C=N/NC(=O)c2cc(-c3ccco3)nc3ccccc23)cc(OC)c1O	-3
CC1CCCCC1NC(=O)COC(=O)c1cccn1C (stereo not given)	3
COC(=O)[C@@H](NC(=O)/C=C/c1ccc(OC)cc1)C(C)C	3
COc1ccccc1C(=O)Nc1ccc(S(=O)(=O)Nc2nccs2)cc1	-2

# Entries shown so far with a CF3 group:
Structure	TbREL1 inh
O=C(Cn1cc(C(F)(F)F)ccc1=O)N1CCN(S(=O)(=O)c2ccc(Cl)cc2)CC1	-2
Cc1nc(-c2cccnc2)sc1C(=O)Nc1cccc(C(F)(F)F)c1	-1
O=C(Cn1cc(CNC(=O)C2CCCCC2)nn1)Nc1cc(C(F)(F)F)ccc1Cl	0

# Next compounds follow.
Structure	TbREL1 inh
COc1ccc(S(=O)(=O)Nc2ccc(CC#N)cc2)cc1	0
CNc1snc(C)c1C(=O)OCC(=O)N(C)c1ccccc1	0
Cc1ccccc1NC(=O)Cc1cccc(C(F)(F)F)c1	1
COc1ccc(NC(=O)/C(Cl)=C(/Cl)S(=O)Cc2ccc(Cl)cc2)cn1 (stereo not given)	-1
Cc1cc(NC(=O)c2cc(S(=O)(=O)N3CCCCC3)ccc2C)no1	-1
Cn1c(=O)n(Cc2ccc(F)cc2)c(=O)c2c1nc1n2CCN1Cc1ccco1	-6
COc1ccc(C(=O)COC(=O)c2nn(C)cc2Cl)cc1	0
Cc1ccc2nc3ccc(N4CCCC4)nn3c(=O)c2c1	-2
N#Cc1c(NC(=O)c2cnn3cccnc23)sc2c1CCCC2	6
COCCCNC(=S)N/N=C/c1ccc2c(c1)OCO2	-3
CC(=O)Cn1c(CN2CCCC2)nc2ccccc2c1=O	1
CC(=O)c1ccccc1NCC(=O)Nc1ccc(C)cc1	0
Cc1nn(-c2ccccc2)c(C)c1/C=N\NC(=O)CSc1nc2ccccc2n1Cc1ccc(Cl)cc1	1
CCC(CC)CN1CCC(CN2C(=S)NC[C@@H]2Cc2ccccc2)CC1	-3
CC(NS(=O)(=O)c1cccc(Cl)c1)C(=O)Nc1ccc(-c2nc3ccccc3s2)cc1 (stereo not given)	3
Cc1cc(SCC(=O)NN=C2CCN(C(C)C)CC2)c(C)cc1Br	1
COc1cc(C2CC(=O)NC3=C2C(=O)CC(C)(C)C3)cc(OC)c1O (stereo not given)	0
COc1ccccc1N1CCN(C2CCCN(C(=O)c3cc(C(C)C)on3)C2)CC1 (stereo not given)	-3
Cc1c(C(=O)NCc2ccc3c(c2)OCO3)sc(=O)n1Cc1ccc(S(C)(=O)=O)cc1	-1
O=C(COC(=O)c1ccc(Cl)c(S(=O)(=O)N2CCN(c3ccc(F)cc3)CC2)c1)Nc1cccc(Cl)c1	3

# Next part:
Molecule,TbREL1 inh
O=C1NC(Cc2ccccc2)c2nc3cc(F)c(F)cc3c(=O)n2-c2ncccc21 (stereo not given),-3
O=C(O)c1ccc(NC2=Nc3cccc4cccc2c34)cc1,3
COc1ccc(CN(CCN2CCOCC2)C(=O)c2ccccc2C)cc1OC,-4
O=C(Nc1ccn(CC(=O)N2CCN(c3ccccn3)CC2)c(=O)n1)OCc1ccccc1,4
COCC1CCN(C(=O)c2cc(COc3cc(C)c(Cl)c(C)c3)on2)C1 (stereo not given),-2
Cc1ccc(C(CC(=O)O)NC(=O)c2ccc(S(=O)(=O)N3CC(C)OC(C)C3)cc2)cc1 (stereo not given),-1
COc1ccc2[nH]cc(CCNS(=O)(=O)c3ccc(NC(C)=O)cc3)c2c1,4
Cc1ccc(OCCCC(=O)Nc2ccccc2C(F)(F)F)cc1,7
COc1ccc(CCNC(=O)C2CCN(S(=O)(=O)N3CCCCCC3)CC2)cc1OC,-2
O=C(NCC(c1ccco1)N1CCCC1)c1cc(S(=O)(=O)N2CCCCC2)ccc1Cl (stereo not given),2
CC(C)c1ccc(C2C3=C(COC3=O)Nc3cc4c(cc32)OCO4)cc1 (stereo not given),-1
CCOC(=O)C1CCN(C(=O)COC(=O)c2cccc(NS(=O)(=O)c3ccccc3)c2)CC1,1
CCOC(=O)c1c(C)nc2c(c1-c1ccccc1)C(=O)c1ccccc1-2,-1
CCCCC[C@@H](/C=C/C1C(=O)C=C[C@H]1C/C=C\CCCC(=O)O)OC(C)=O (stereo not given in full),-3
O=C(CSc1nnc(-c2ccccc2)o1)Nc1ccccc1F,0
CC(C)OCCCn1c(=S)[nH]c2ccc(N3CCOCC3)cc2c1=O,-5

# Reformatted: entries from further up.
Cc1ccc2nc3ccc(N4CCCC4)nn3c(=O)c2c1
  TbREL1 inh: -2
N#Cc1c(NC(=O)c2cnn3cccnc23)sc2c1CCCC2
  TbREL1 inh: 6

# Part of the list above in order of number of heavy atoms, smallest number first:
Molecule,TbREL1 inh
CC(C)OCCCn1c(=S)[nH]c2ccc(N3CCOCC3)cc2c1=O,-5
CCOC(=O)c1c(C)nc2c(c1-c1ccccc1)C(=O)c1ccccc1-2,-1
CCOC(=O)C1CCN(C(=O)COC(=O)c2cccc(NS(=O)(=O)c3ccccc3)c2)CC1,1

# The list goes on.
Molecule,TbREL1 inh
CC(=O)Oc1cccc(C(=O)Nc2ccc3c(c2)C(=O)N(CC2CCCO2)C3=O)c1 (stereo not given),-1
O=C(CN1C(=O)/C(=C/c2ccccc2Cl)SC1=S)NC1CCS(=O)(=O)C1 (stereo not given),-4
CC1(C(=O)NC2CCCCCCC2)CCC(=O)N1Cc1cccnc1 (stereo not given),8
O=C(Nc1ccc(F)cc1)Nc1c(-c2ccccc2)nc2ncccn12,8
COc1cccc(N(C)C(=O)[C@@H](C)[C@@H](O)c2ccc(C(C)=O)cc2)c1,-1
CCCC(=O)Nc1cc(=O)[nH]c2ncnn12,-2
COc1ccc(NC(=O)CSCC(=O)N=c2sccn2C)cc1,1
COC(=O)c1cccc(NC(=S)N2CCCCC2)c1,1
CCOC(=O)C1(C)CCN1C(=O)c1cccs1 (stereo not given),-1
N#C/C(=C\c1ccc2c(c1)OCO2)C(N)=S,-4
CCCCOCCCNC(=O)C[C@@H]1C[C@]2(C(=O)OCC)CCC3=C2N(CCC3)C1=O,-4
Cc1ccc(CNC(=O)CN2CCN(Cc3ccc(C)cc3)C2=O)cc1,-4
Cc1cc(CN(C)C(=O)c2cc(COc3ccc(C)c(C)c3)on2)n[nH]1,3
COC(=O)C1=C(C)N(Cc2ccc(Cl)cc2)C(=S)NC1c1ccc(Cl)cc1 (stereo not given),-4
CN1C(=O)[C@H]2[C@@H](/C=C/c3ccccc3)N3C(=O)CN(Cc4ccc(-c5ccccc5)cc4)C(=O)[C@@]3(Cc3ccccc3)[C@H]2C1=O,-1
CCCCn1c(N)c(N(CC)C(=O)c2ccc([N+](=O)[O-])c(C)c2)c(=O)[nH]c1=O,4
Cc1cccc(NC(=O)C(C)SCc2ccccc2)c1 (stereo not given),-1
CC(=O)c1cccc(Nc2ccc(C#N)cc2)c1,-1
O=C(Nc1nc2ccccc2n1CCN1CCCC1)c1ccc(Cl)cc1,-5
O=C(CCSc1ccccc1)Nc1nccs1,-1
O=C(Cc1cccs1)N1CCC(c2nc3c(nnn3Cc3ccccc3)c(=O)[nH]2)CC1,-2
COC(=O)c1c(SCc2ccc(C#N)cc2)nc(=O)[nH]c1C,2
COc1ccccc1C(=O)NC(=O)COC(=O)C1CC1,5
CC(C)C(NC(=O)C12CC3CC(CC(C3)C1)C2)C(=O)O (stereo not given),-3
Oc1ccc(/C=N/N(Cc2ccccc2)c2ccccc2)c(O)c1O,-4
O=C1c2ccccc2C(=O)N1CCCc1cn(C[C@H]2CC[C@@H]([C@@H]3CC[C@H](Cn4cc(CCCN5C(=O)c6ccccc6C5=O)nn4)O3)O2)nn1,-1
COc1ccc(NC(=O)CCOc2ccc(C)cc2)cc1S(=O)(=O)N1CCCCC1,-3
COc1ccc(-c2c(-c3ccc(OC)nc3)c3ccccc3n2C)cc1,-2
CCCCn1c(N)c(N(CCOC)C(=O)COC(=O)COc2cc(C)ccc2Cl)c(=O)[nH]c1=O,-5
COc1ccc(COC(=O)NC2CCN(S(=O)(=O)c3ccc(OC)cc3)CC2)cc1,1
Cc1ccc(NC(=O)CSCc2ccc(F)cc2)cc1,2
O=C1N/C(=C\c2ccc(N3CCOCC3)c(F)c2)C(=O)N1Cc1ccccc1,-4
COC(=O)[C@@H]1C[C@H]2CC[C@H](O)C[C@H]2N1Cc1ccccc1OC(=O)c1cccs1,-7
COc1ccccc1N1CCN(C(=O)c2ccc(-c3nc4ccccc4s3)o2)CC1,0
CN(C(=O)COc1cc(=O)n(C)c2ccccc12)c1ccc(Br)cc1,2
CN(CCc1ccccc1)C(=O)c1ccc(NC(=O)Cc2ccc(NC(=O)C3CCCN(S(=O)(=O)c4cccc([N+](=O)[O-])c4)C3)cc2)cc1 (stereo not given),-2
Cc1c(Br)c([N+](=O)[O-])nn1C(C)C(=O)NCc1ccco1 (stereo not given),2
COc1ccccc1NC(=O)Cn1nnc2sc3c(c2c1=O)CC(C)(C)OC3,-1
COc1cccc(NC(=O)c2cc(-c3cccnc3)nc3c(Cl)cccc23)c1,-1
CCOc1ccc(C(C)=O)cc1Cn1nc(C(=O)O)c2ccccc2c1=O,-2

# Among those listed so far, 3 have a nitro group on carbon:
Molecule,TbREL1 inh
CCCCn1c(N)c(N(CC)C(=O)c2ccc([N+](=O)[O-])c(C)c2)c(=O)[nH]c1=O,4
CN(CCc1ccccc1)C(=O)c1ccc(NC(=O)Cc2ccc(NC(=O)C3CCCN(S(=O)(=O)c4cccc([N+](=O)[O-])c4)C3)cc2)cc1 (stereo not given),-2
Cc1c(Br)c([N+](=O)[O-])nn1C(C)C(=O)NCc1ccco1 (stereo not given),2

# Next section
Molecule,TbREL1 inh
COc1ccc(NC(C)C(=O)N/N=C/c2ccccc2OCc2ccc(Br)cc2)cc1 (stereo not given),-5
COc1ccccc1N(CC(=O)NCc1ccc2c(c1)OCO2)C(=O)CCC(=O)Nc1nccs1,-2
COc1ccc(OC)c(-c2nnc3n2N=C(c2ccc(OC)c(OC)c2)CS3)c1,-1
CC[C@@H](Nc1ncnc2c1oc1ccccc12)C(=O)O,2
O=c1cnnc(Nc2ccc(F)cc2)[nH]1,-3
CC(C)Cc1cc(CN2CCC(CO)(Cc3cccc(C(F)(F)F)c3)CC2)[nH]n1,-1
CCC(C)NC(=O)c1c(-c2cc(Cl)c(OC)c(Cl)c2)noc1C (stereo not given),-3
CSc1ccccc1OCc1cc(C(=O)NCCn2ccnc2C)no1,-3
CN(C(=O)OC(C)(C)C)c1ccc(-c2nc3ccccc3s2)cc1,5
CN(CC(=O)NCC1CCCO1)S(=O)(=O)c1ccc(Br)cc1 (stereo not given),-2
COc1ccc(S(=O)(=O)N2CCCCCC2)cc1,3
C[C@H]1CN([C@@H](C)CO)S(=O)(=O)c2ccc(C#CC3(O)CCCC3)cc2O[C@@H]1CN(C)C(=O)Cc1cccnc1,-3

# From PubChem
